# Source: PubChem
# M1 ag = activates human CHRM1 receptor. activation, % at 3 µM. CHO-K1 hM1, Fluo-8 calcium fluorescence, agonist mode; 0% DMSO, 100% acetylcholine EC100. hit rate 0.33% among 360,000. P11229;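 active = activation above the run's mean compound activation plus 3 SD, cut at about 16% in these data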;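 also: peak over basal fluorescence ratio within a 140 s kinetic read after compound addition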
# Target sequence (P11229 whole entry, looked up): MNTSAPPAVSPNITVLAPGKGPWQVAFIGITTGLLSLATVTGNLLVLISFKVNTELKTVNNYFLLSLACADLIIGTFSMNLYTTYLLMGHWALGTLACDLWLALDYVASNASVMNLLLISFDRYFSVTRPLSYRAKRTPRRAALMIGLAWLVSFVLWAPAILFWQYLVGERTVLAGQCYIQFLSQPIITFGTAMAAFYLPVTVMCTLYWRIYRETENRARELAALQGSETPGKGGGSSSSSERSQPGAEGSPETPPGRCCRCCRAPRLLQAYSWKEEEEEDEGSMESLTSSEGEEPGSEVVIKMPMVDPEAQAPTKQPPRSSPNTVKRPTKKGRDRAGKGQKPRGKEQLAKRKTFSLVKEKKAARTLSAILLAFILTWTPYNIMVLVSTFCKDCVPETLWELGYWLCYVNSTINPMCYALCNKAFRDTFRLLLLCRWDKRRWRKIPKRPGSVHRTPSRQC
# OXTR potentiate = human OXTR potentiation. activation, % at 3 µM. P30559. hit rate 0.061% among 320,000. CHO-OTR cells, Fluo-8 calcium fluorescence, potentiator mode; 0% = oxytocin EC15, 100% = EC100;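 active = activation above that plate's cutoff, the mean activation of tested compounds plus 3 SD, cut at about 6.6% in these data, passing the limit was not always enough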;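 also: 100% uses oxytocin at 75 nM as the full agonist control; some results filed as inactive read as strong as hits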
# Target sequence (P30559 whole entry, looked up): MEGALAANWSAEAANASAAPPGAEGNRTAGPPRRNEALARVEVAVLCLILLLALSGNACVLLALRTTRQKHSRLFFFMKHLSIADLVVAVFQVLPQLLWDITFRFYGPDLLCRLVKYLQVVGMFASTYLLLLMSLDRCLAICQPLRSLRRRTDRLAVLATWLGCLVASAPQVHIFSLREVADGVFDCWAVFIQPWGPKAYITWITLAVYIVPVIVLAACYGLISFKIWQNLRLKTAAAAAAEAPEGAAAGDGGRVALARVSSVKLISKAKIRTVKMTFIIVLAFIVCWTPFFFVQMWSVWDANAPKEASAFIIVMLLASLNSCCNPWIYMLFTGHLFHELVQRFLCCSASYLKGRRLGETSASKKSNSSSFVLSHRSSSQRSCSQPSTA
#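 Assay system: CHO cell line stably expressing human OTR | Also added: Oxytocin at about EC15, sub-maximal agonist stimulus | Times: Compound 6 min at room temperature before oxytocin, 100 s read | Measured by: Fluo-8 intracellular calcium fluorescence, ex 470-495, em 515-575 nm | Controls: EC15 oxytocin alone as 0%, 75 nM oxytocin as 100%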
# TAAR1 antag = human TAAR1 antagonism; CHO RD-HGA16 TAAR1, Fluo-8 calcium fluorescence, antagonist; Q96RJ0; hit rate 1.5% among 360,000; AID 624466; inhibition, % at 3 µM;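 active = inhibition above a per-plate cutoff, the mean inhibition of test compounds on that plate plus 3 SD, cut at about 49% in these data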;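 also: 0% = DMSO plus EC80 beta-PEA response and 100% = DMSO alone without agonist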
#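 Test system: CHO RD-HGA16 cells bearing hTAAR1 | Reagent: β-PEA, EC80 | Compound dosing: 3 µM, single point | Schedule: Dye loading 75 min at 37 °C, then 30 min room temperature | Signal: Calcium fluorescence with Fluo-8 | Evaluation: Percent inhibition of PEA-evoked calcium signal, max/basal emission ratio | Control set: DMSO-only wells and EC80 β-PEA-stimulated wells | Repeats: Singlicate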
# CHO parental Ca = counter-screen for OX1R antagonists: effect in parental CHO cells. parental CHO-K1, ATP-induced calcium, Fluo-8 fluorescence. inhibition, % at 5.6 µM. hit rate 0.63% among 330,000;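 active = inhibition above that plate's mean sample inhibition plus 3 SD, cut at about 26% in these data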;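 also: 0% = ATP-challenged DMSO wells and 100% = DMSO wells without ATP; some compounds past the cut are filed as inactive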
#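 Assay system – parental CHO cells · Reagent – ATP stimulus · Detection – intracellular calcium via Fluo-8 no-wash fluorescent dye · Evaluation – percent inhibition of ATP-evoked calcium rise, normalized to controls · Controls – ATP wells versus no-ATP DMSO wells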
# CHO-K1 Ca ag = nonselective activator or artifact in parental CHO-K1 cells. Fluo-8 calcium fluorescence; scaled to maximal ATP response, vehicle zero. activation, % at 3 µM. AID 602248. hit rate 0.48% among 360,000; in the data active = activation above about 15%;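 also: untransfected CHO-K1 host cells lacking M1 receptor as counterscreen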
# CHO-K1 Ca antag = M1 antagonist counterscreen hit in parental CHO-K1 cells; inhibition, % at 3 µM; AID 602250; ATP-induced calcium, Fluo-8 fluorescence; hit rate 0.6% among 360,000;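 active = inhibition above a per-plate cutoff, the plate's mean sample inhibition plus 3 SD, cut at about 24% in these data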;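 also: 0% = DMSO plus EC80 ATP and 100% = DMSO alone without ATP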
# CHRM1 antagonist = human CHRM1 antagonism. P11229. CHO-K1 hM1, Fluo-8 calcium fluorescence, ACh EC80 antagonist. inhibition, % at 3 µM. hit rate 1.3% among 360,000. AID 588852;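 active = percent inhibition above its own plate's cutoff, namely the mean of that plate's compound wells plus 3 SD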;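 also: peak over basal fluorescence ratio during 140 s after agonist addition; 0% = ACh EC80 plus DMSO and 100% = DMSO alone without agonist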
# TAAR1 ag = agonists of human TAAR1; Q96RJ0; CHO RD-HGA16 TAAR1, Fluo-8 calcium fluorescence; vehicle wells 0%, saturating PEA agonist 100%; activation, % at 3 µM; hit rate 0.99% among 360,000;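 active = activation above the mean activation of all test compounds in the run plus 3 SD, cut at about 38% in these data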
#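 Test system: RD-HGA16 (CHO) cells co-expressing Gα16 and hTAAR1 | Doses: Single dose, 3 µM | Schedule: 17-24 h seeding, 75 min 37 °C dye, 30 min RT | Evaluation: % activation from peak over basal fluorescence ratio, DMSO-to-PEA scaled | Technique: Kinetic Fluo-8 calcium fluorescence | Benchmarks: Low control DMSO, high control PEA (EC100)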
# CHO-K1 Ca PAM = nonselective activator or artifact in parental CHO-K1 calcium assay; hit rate 0.02% among 360,000; ATP EC20, Fluo-8 calcium fluorescence; 0% at ATP EC20, 100% at ATP max; activation, % at 3 µM;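 active = activation above the run cutoff, the mean activation of all test compounds plus 3 SD, cut at about 40% in these data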;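 also: peak over basal fluorescence ratio in a 140 s read after ATP addition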
# * marks the source's active call; other numbers are inactive results; nt = no result given; & = joins results of further samples. No enrichment for hits; overall some 4.2% were active at least once.
SMILES,M1 ag,OXTR potentiate,TAAR1 antag,CHO parental Ca,CHO-K1 Ca ag,CHO-K1 Ca antag,CHRM1 antagonist,TAAR1 ag,CHO-K1 Ca PAM
O=C(CC1C(=O)NC2CCCCC2N1C(=O)c1ccc(F)cc1)Nc1ccccc1 (stereo not given),-2,3,-12,-13,3.1,-20,-24,7,-6
Clc1ccc(-c2csc3ncnc(NCCN4CCOCC4)c23)cc1,-5,-5,13,-28,1.1,-9,-35,7,24
CCN(CC(=O)NCc1ccc(F)cc1)C(=O)C1CC1C (stereo not given),-7,1,-19,-2,-0.1,0,19,12,3
O=C(NC1CCCCC1)N1CCN(S(=O)(=O)c2ccc(F)cc2)CC1,-5,-3,7,-9,0.0,6,1,6,-13
Cc1cccc(C)c1OCC(=O)NNC(=S)NC(=O)C1CC1,12,1,19,-8,8.3,-2,-3,48*,6
Cc1cc(C)[n+]2n1C(=O)C(c1ccccc1)=C2[O-],3&-7,-4&-7,-1&-1,-6&-7,0.4&0.1,-8&0,-8&4,3&1,-6&10
COC(=O)c1cnc[nH]1,-1,2,-7,4,0.9,4,-21,2,4
O=C(NCCCn1ccnc1)c1cc(C(=O)C2CC2)c[nH]1,-2,-4,-1,-2,0.3,-4,0,14,12
COC(=O)[C@]1(C)N[C@H](CN(C)C(=O)c2ccc(C(C)(C)C)cc2)[C@@H]2C(=O)N(Cc3ccccc3)C(=O)[C@@H]21,-1,5,9,-30,2.1,-10,-3,5,6
Cc1cccc(CN2[C@H](CO)C=CS2(=O)=O)c1,-3,nt,2,nt,0.1,-2,-10,0,20
COc1ccc(CNC(=O)COc2cc3c(c4oc(=O)cc(C)c24)CCC(C)(C)O3)cc1OC,-10,1,62*,-9,1.7,-11,3,0,19
CN(Cc1cccc(F)c1)C(=O)c1ccc(S(=O)(=O)N2CCOCC2)cc1,-3,-4,-28,-8,0.4,3,-4,11,-2
Fc1ccc(-c2nnc(-c3ccc(F)cc3)o2)cc1,-2,nt,5,nt,-0.1,-4,-12,5,9
Cc1cc(C)c2nc(C(F)(F)F)nc(NCCCN3CCOCC3)c2c1,-3,-12,3,-8,1.1,6,13,2,-8
O=S(=O)(Nc1cccc(Cl)c1)c1cccc(-n2cnnn2)c1,5,-4,-2,0,3.7,-13,-2,4,19
CCN(CC)S(=O)(=O)c1cccc(NC(=O)CCSc2ccc(Cl)cc2)c1,-3,-9,24,48*,9.9,5,11,4,7
CC(NC(=O)CCNC(=O)c1ccco1)c1ccccc1 (stereo not given),-2,5,-27,3,0.8,-10,-7,0,9
CN1CCCN(C(=O)c2ccc(Cl)cc2)CC1,-10,2,-12,-7,0.5,-13,-10,0,20
CN(Cc1ccccc1)c1ccc(C(CC(N)=O)NC(=O)Cc2ccc(Br)cc2)cc1[N+](=O)[O-] (stereo not given),0,-10,15,-10,0.2,-9,4,21,15
COc1ccccc1OCCCC(=O)Nc1ccc2c(c1)OCCO2,1,-4,1,-6,3.3,-9,-15,1,18
O=C(O)CCC(=O)Nc1ccc(Sc2ccc([N+](=O)[O-])cc2)cc1,-5,-8,3,2,-0.1,6,6,9,-6
COc1ccc(NS(=O)(=O)c2cccc(C(=O)NNC(=O)c3cccn3C)c2)cc1,-2,-1,-20,-6,0.4,-5,-1,1,-7
COc1ccc(NC(=S)N2CCC(C(=O)c3ccc(C)cc3)CC2)c(OC)c1,-6,-7,-28,-14,0.3,-17,-1,1,23
CN(C)c1ncnc2c1ncn2[C@H]1CN(Cc2ccc(-c3ccccc3)cc2)C[C@@H](CO)O1,2,nt,-18,nt,2.1,0,1,5,6

# Part of the list above with just OXTR potentiate.
Molecule | OXTR potentiate
CCN(CC)S(=O)(=O)c1cccc(NC(=O)CCSc2ccc(Cl)cc2)c1 | -9
CC(NC(=O)CCNC(=O)c1ccco1)c1ccccc1 (stereo not given) | 5

# The listing continues:
SMILES,M1 ag,OXTR potentiate,TAAR1 antag,CHO parental Ca,CHO-K1 Ca ag,CHO-K1 Ca antag,CHRM1 antagonist,TAAR1 ag,CHO-K1 Ca PAM
O=c1[nH]ncc2c3ccccc3n(Cc3cccc(Cl)c3)c12,0,-18,27,-17,0.6,0,5,54*,4
Cc1cccc(C)c1NC(=O)CSc1nnc(-c2cnccn2)n1C,-2,-4,-6,-6,0.4,-14,-10,0,-2
Cc1ccc(NC(=O)COC(=O)CN2C(=O)C3CCCCC3C2=O)cc1C (stereo not given),-4,2,-20,-12,0.7,0,-5,9,-10
COCCNC(=O)CSCc1c(F)cccc1Cl,-3,10,14,1,1.0,-13,3,1,9
CN1CCN(C(=O)c2ccc(CN3CCOCC3)cc2)CC1,-3,-7,10,-2,0.4,-10,-10,1,14
COc1ccc(/C=C/C(=O)c2ccc(Cl)s2)cc1O,-4,-15,8,-11,0.5,0,-3,12,12
COC(=O)c1sc2ncn(CC(=O)NCCc3ccc(OC)c(OC)c3)c(=O)c2c1C,-4,-8,-9,-14,-0.6,12,-4,0,-5
CC(=O)N(C)c1ccc(OCC(O)Cn2c(C)nc3ccccc32)cc1 (stereo not given),-3,0,17,-7,2.5,-14,7,1,-8
CCCN1C(=O)/C(=C/c2ccc(C)o2)SC1=Nc1ccc(OC)cc1,0,-5,1,-17,-0.6,10,-10,5,-4
O=C(O)c1cc([N+](=O)[O-])cc([N+](=O)[O-])c1N1CCN(c2cccc(C(F)(F)F)c2)CC1,-2,nt,1,nt,0.1,-12,-7,3,-8
COC(=O)c1ccc(N2C(c3cc(OC)cc(OC)c3)=Cc3ccc(-c4ccc(C(N)=O)cc4)cc3C2CC(=O)C2CC2)cc1 (stereo not given),nt,nt,0,nt,1.1,-8,nt,8,23
OCC1(Cc2ccccc2)CCN(Cc2cnn(-c3ccccc3F)c2)CC1,-6,-15,-28,-3,3.0,-22,-5,3,20
COc1c2ccccc2nc2ccccc12,0,-19,-16,8,2.6,5,7,5,-10
CCOC(=O)N1CCN(C(=O)C2CCN(S(=O)(=O)c3c(C)cc(C)cc3C)CC2)CC1,-6,-5,13,-11,0.5,3,3,0,-8
CCc1ccc(NC(=O)c2sc3nc4n(c(=O)c3c2C)CCC4)cc1,3,-13,1,1,9.3,2,-9,10,13
COc1cc(OC)nc(Oc2ccccc2C=O)n1,-5,nt,1,nt,0.1,-3,-13,4,8
O=C(Cc1ccc(-n2cccc2)cc1)NC1CCCCC1,-4,-15,-4,8,0.6,-11,-11,-2,14
COc1ccc(C2CC(c3ccc(Cl)cc3Cl)n3nc(N)nc3N2)cc1 (stereo not given),-3,-10,-11,-11,1.9,-3,-5,5,19
CCCCCCC(C)n1[nH]c(=O)c2c(C)cc(=O)[nH]c21 (stereo not given),-3,-15,-3,0,0.2,0,-2,6,9
Cc1cc(=O)oc2cc(OC(C)C(=O)Nc3ccc(N4CCOCC4)cc3)ccc12 (stereo not given),-4,-5,5,-14,7.9,-8,-4,19,27
CN(/C(=N\S(=O)(=O)c1ccccc1)c1ccccc1)c1ccc(O)cc1,-3,-4,9,-3,0.3,0,-6,2,3
N#Cc1ccccc1NC(=O)c1ccccc1OCC(=O)NCc1ccco1,-1,-4,nt,-18,2.4,-18,-13,nt,18
O=C(CCNC(=O)c1ccc([N+](=O)[O-])cc1)Nc1nc2ccccc2[nH]1,-2,nt,-21,nt,0.5,-4,-11,2,-20
CCCn1cnc2cc(NC(=O)c3cccs3)ccc21,-1,6,-10,0,0.3,7,-1,3,-14
COc1cc(/C=N/Nc2ncc(C(F)(F)F)cc2Cl)cc(OC)c1OC,-9,-5,0,-27,-0.4,-3,3,0,19
CC(C)NC(=S)NN=C1c2ccccc2-c2ccccc21,-1,-14,-12,-27,1.9,-4,21,-1,-11
Cc1ccccc1-n1nnnc1SCC(=O)Nc1ccc(S(=O)(=O)N2CCCC2)cc1,-2,-13,-5,-14,1.2,-7,-13,12,14
CCC(CCc1ccccn1)C(=O)c1ccccc1 (stereo not given),-8,nt,13,nt,-0.2,-15,-16,3,1
CCCCCn1c(SCC#N)nc2cc(C(=O)NCC3CCCO3)ccc2c1=O (stereo not given),-4,-1,22,-4,0.9,1,-8,9,14
Cc1ccc(C)c(NC(=S)N2C3CCCC2CC(NC(=O)C2CC2)C3)c1 (stereo not given),-12,-3,-15,-14,-0.2,8,38*,9,-6
CCCNC(=S)N1CCC(NC(=O)Nc2ccc(C)cc2)CC1,-8,-8,7,-20,0.3,-13,1,6,3
CCOC(=O)c1cnc(Nc2ccc(OCC)cc2)nc1C,-2,-6,-2,-21,-0.1,4,6,2,0

# Of the compounds above, nine contain a Cl atom.
SMILES,M1 ag,OXTR potentiate,TAAR1 antag,CHO parental Ca,CHO-K1 Ca ag,CHO-K1 Ca antag,CHRM1 antagonist,TAAR1 ag,CHO-K1 Ca PAM
Clc1ccc(-c2csc3ncnc(NCCN4CCOCC4)c23)cc1,-5,-5,13,-28,1.1,-9,-35,7,24
O=S(=O)(Nc1cccc(Cl)c1)c1cccc(-n2cnnn2)c1,5,-4,-2,0,3.7,-13,-2,4,19
CCN(CC)S(=O)(=O)c1cccc(NC(=O)CCSc2ccc(Cl)cc2)c1,-3,-9,24,48*,9.9,5,11,4,7
CN1CCCN(C(=O)c2ccc(Cl)cc2)CC1,-10,2,-12,-7,0.5,-13,-10,0,20
O=c1[nH]ncc2c3ccccc3n(Cc3cccc(Cl)c3)c12,0,-18,27,-17,0.6,0,5,54*,4
COCCNC(=O)CSCc1c(F)cccc1Cl,-3,10,14,1,1.0,-13,3,1,9
COc1ccc(/C=C/C(=O)c2ccc(Cl)s2)cc1O,-4,-15,8,-11,0.5,0,-3,12,12
COc1ccc(C2CC(c3ccc(Cl)cc3Cl)n3nc(N)nc3N2)cc1 (stereo not given),-3,-10,-11,-11,1.9,-3,-5,5,19
COc1cc(/C=N/Nc2ncc(C(F)(F)F)cc2Cl)cc(OC)c1OC,-9,-5,0,-27,-0.4,-3,3,0,19
